# Source: PubChem (National Center for Advancing Translational Sciences (NCATS))
# AmpC inh detg = blocks E. coli AmpC beta-lactamase in detergent assay | AmpC hydrolysis of nitrocefin, absorbance 480 nm, 0.01% Triton | P00811 | AID 485294 | 370,000 tested, 0.041% active | Potency, µM (series often up to 114 µM), without a hit: top-dose activity change, negative = inhibition, usual class: inhibitors;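 further: potency means the concentration at half of the fitted maximal effect; 0% = no-compound wells and -100% = no-enzyme wells; nearly all actives have a fitted effect of over 25% in size; some results filed as inactive show a strong effect at the top dose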
# Target sequence (P00811 whole entry, looked up): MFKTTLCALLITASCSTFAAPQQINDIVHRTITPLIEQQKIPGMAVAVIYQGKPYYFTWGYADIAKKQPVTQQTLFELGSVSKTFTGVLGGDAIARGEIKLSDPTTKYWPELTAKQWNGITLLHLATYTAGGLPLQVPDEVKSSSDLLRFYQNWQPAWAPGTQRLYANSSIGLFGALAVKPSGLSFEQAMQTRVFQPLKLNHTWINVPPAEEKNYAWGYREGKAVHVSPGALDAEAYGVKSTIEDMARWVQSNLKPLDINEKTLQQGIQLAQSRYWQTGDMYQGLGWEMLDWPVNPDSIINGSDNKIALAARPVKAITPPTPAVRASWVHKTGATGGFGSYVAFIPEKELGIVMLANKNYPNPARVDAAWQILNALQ
#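 20 mM phosphate pH 7.0 + 0.01% (detergent screen) or 0.0001% Triton X-100; 5.3 nM AmpC reagent; cpd preinc 15 min RT; nitrocefin (800 uM stock) to start; A480 q20 s × 4 min; Activity was normalised to no-enzyme and no-compound control wells.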
# AmpC no deterg = inhibitors of E. coli AmpC beta-lactamase without detergent; AmpC nitrocefin hydrolysis, absorbance 480 nm, 0.0001% Triton; Potency, µM (top dose mostly 57.1 µM), for inactives: at the highest dose activity change, negative = inhibition, actives largely listed as inhibitors; 330,000 tested, 0.52% active; P00811; AID 485341;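 further: potency means the concentration at half of the fitted maximal effect; plate controls were no compound for no effect and no enzyme for full effect; nearly all actives have a fitted effect of over 20% in size; some results filed as inactive show a strong effect at the top dose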
#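 AmpC (5.3 nM in the dispensed reagent) in 20 mM phosphate pH 7.0 with 0.01% (detergent screen) or 0.0001% Triton X-100 was preincubated with compounds for 15 min at room temperature. Nitrocefin was then added from an 800 uM solution, and hydrolysis was followed at 480 nm.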
# HCV inh = inhibitors of hepatitis C virus infection. AID 651820. Huh7.5.1 HCVcc-Cre infection, luciferase reporter, 44 h. 340,000 tested, 3.4% active. Potency, µM (series often up to 41.8 µM), for the others: at the top dose activity change, negative = inhibition, most hits filed as inhibitors; further: potency means the concentration at half of the fitted maximal effect
#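 1,000 cells/well; 4 h culture; + compound; + HCVcc-Cre (~0.5 moi); 44 h; luciferase substrate, RT 15 min; read 15 sec.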
# FBPA Giardia inh = blocks Giardia fructose-bisphosphate aldolase activity. purified Giardia FBPA. A8B2U2. AID 2451. 290,000 tested, 0.71% active. Potency, µM (titrated, usually from 59.6 µM), for the others: top-dose activity, negative = inhibition, hits mostly inhibitors; further: potency means the concentration at half of the fitted maximal effect; nearly all actives have a fitted effect of over 55% in size
# Target sequence (A8B2U2 whole entry, looked up): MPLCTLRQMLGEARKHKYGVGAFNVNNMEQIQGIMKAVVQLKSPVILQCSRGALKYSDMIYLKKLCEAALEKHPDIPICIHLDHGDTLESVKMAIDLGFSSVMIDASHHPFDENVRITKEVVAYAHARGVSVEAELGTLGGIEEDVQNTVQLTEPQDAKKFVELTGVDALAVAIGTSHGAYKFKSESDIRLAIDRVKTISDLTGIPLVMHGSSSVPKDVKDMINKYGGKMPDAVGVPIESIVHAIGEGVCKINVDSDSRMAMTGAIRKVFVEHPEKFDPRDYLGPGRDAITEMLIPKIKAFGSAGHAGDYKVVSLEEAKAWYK
#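 Giardia FBPA (40 nM reagent) was preincubated 10 min at RT with compound (up to 57.5 uM final), then substrate plus GAPDH/TPI/NAD/arsenate coupling system with diaphorase/resazurin was added; resorufin fluorescence (525/598 nm) was read after 20 min.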
# Sm TGR inh = S. mansoni TGR enzyme inhibition. Potency, µM (top dose mostly 114 µM), for the others: top-dose activity change, negative = inhibition, actives largely listed as inhibitors. Q962Y6. AID 485364. 360,000 tested, 3% active. purified TGR, DTNB reduction, TNB absorbance 405 nm; further: potency means the concentration at half of the fitted maximal effect; nearly all actives have a fitted effect of over 60% in size
#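 TGR 20 nM + NADPH 100 uM (dispensed conc.), cpd preinc 15 min RT; start with NADPH (500 uM addition) then DTNB (15 mM addition). Kinetic TNB absorbance, 405 nm filter. Four-parameter Hill fit across titration.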
# HCMV antiviral = blocks human cytomegalovirus replication; 410,000 tested, 4.5% active; activity change, negative = inhibition, % at 57.5 µM; HFF cells, HCMV-luciferase reporter, 72 h; stronger effect = lower value; in the data active means activity change below about -60%; inconclusive means no clear call, values can overlap the other calls; inactive means above about -39%
#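 Luciferase read-out from HCMV-luciferase-infected HFFs (MOI 1 PFU/cell) 72 h post infection at 37C; compounds added after 16 h cell attachment; activity normalized between buffer-only basal and Salinomycin (10uM) inhibitor controls.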
# Numbers without * were called inactive; ? = inconclusive; · = no result given; & = joins results of further samples; [ ] = remark or other dose. Unless noted, the call rests on the fitted dose curve; in most records, active means well fitted curve in the direction sought with a large enough effect; inconclusive means small, poorly fitted or top-dose-only effect, or another doubt; inactive means no such curve, though single readings can be large; an effect the other way counts as inactive or inconclusive. Unless noted, on the % scale 0 is the no-effect control and ±100 the full control effect.
SMILES,AmpC inh detg,AmpC no deterg,HCV inh,FBPA Giardia inh,Sm TGR inh,HCMV antiviral
CCc1ccc(OCC(=O)NC(NC(=S)Nc2ccccc2OC)C(Cl)(Cl)Cl)cc1 (centres undefined),-10.0%,-50.1%,?,-0.7%,-6.3%,-71.6*
Cc1ccccc1CSc1ncc(CO)n1Cc1ccc(F)cc1,8.0%,·,·,·,1.5%,-2.8
O=C(Nc1ccc(C(=O)O)cc1)/C(=C\c1ccc2c(c1)OCO2)NC(=O)c1ccc(Br)cc1,0.0%,-38.2%,0.6%,4.2%,·,-3.7
Cc1ccc(C)c(N2CCN(C(=O)c3cc4sccc4n3C)CC2)c1,?,35.9%,?,-4.4%,-1.3%,-30.3
CCN(CC)S(=O)(=O)c1ccc2oc(C(=O)NC3CC3)c(C)c2c1,-11.5%,29.0%,-11.5%,27.6%,-21.0%,?
CC(C)C(OC(=O)c1nsc(Cl)c1Cl)C(=O)NCc1ccccc1 (centres undefined),?,-18.2%,22.5%,9.1%,-4.5%,-4.1
Cc1cccc2sc(N(Cc3cccnc3)C(=O)CCOc3ccccc3)nc12,2.6%,·,·,·,3.55µM*,20.8
CC(C)CC(=O)NCCCN1CCN(CCCNC(=O)CC(C)C)CC1,2.4%,26.1%,5.5%,3.1%,-6.6%,41.7
COc1ccc(/C=C/C(=O)Nc2cccnc2)cc1OC,-0.9%,-9.6%,?,0.3%,-3.8%,0.5
CCN1CCN(C(=O)c2cc(COc3ccc(C(C)=O)cc3OC)on2)CC1,3.8%,18.6%,3.3%,2.6%,-20.1%,128.6
CC1N=C2c3ccccc3N=C(SCC(=O)NCCc3ccc(Cl)cc3)N2C1=O (centres undefined),10.3%,·,·,·,2.0%,-14.9
CCOc1ccc(N2CC(C)Cn3c2nc2c3c(=O)n(Cc3c(F)cccc3Cl)c(=O)n2C)cc1 (centres undefined),18.7%,·,·,·,0.3%,-9.5
CCNC(=O)COC(=O)CNC(=O)c1cc(Cl)cc([N+](=O)[O-])c1,2.4%,-19.8%,24.7%,-3.3%,-5.5%,-29.0
Cc1cc([N+](=O)[O-])ccc1-c1ccc(/C=N/NC(=O)c2ccc(Br)o2)o1,?,-6.5%,?,·,1.6%,-89.5*
CCOC(=O)c1c(NC(=O)/C=C/c2ccc(OCC)c(OC)c2)sc2c1CCC2,7.4%,·,·,·,13.7%,9.8
O=C(COC(=O)c1cc2ccccc2cc1O)NC1CCCCC1,·,-35.6%,?,·,·,6.6
O=c1cc(-c2ccccc2)nc(SCc2ccccc2)[nH]1,-0.6%,-15.1%,4.4%,-21.3%,2.5%,86.6
O=C(NCCCN1CCOCC1)c1cc(Cl)ccc1OCc1ccccc1,4.4%,149.7%[activator],·,·,59.8%[activator],-21.6
Cc1ccccc1CSc1nnc(-c2ccccn2)n1N,-16.9%,-6.7%,-0.1%,15.9%,5.6%,2.7
CC(C)c1ccc(NC(=O)CN2C(=O)COc3ccc(S(=O)(=O)Nc4ccccc4)cc32)cc1,2.6%,·,·,·,3.9%,23.5
Cc1cccc(NC(=S)N(Cc2ccc(Cl)cc2)Cc2ccc(C(=O)O)cc2)c1,-5.5%,-27.2%,18.1%,-4.8%,-1.6%,5.0
COc1ccc(Cn2c(CCC(=O)Nc3ccccc3OC)nc3cccnc32)cc1,5.5%&-10.4%,74.5%[activator],-3.1%,?,4.4%&0.4%,6.3&1.1
CC(=O)Nc1ccc(NC(=O)CCCSc2nc3ccccc3[nH]2)cc1,2.4%,-28.1%,-5.2%,-23.1%,75.5%[activator],40.6
Fc1ccc(Cn2ccc(-c3cnc(-c4ccccc4)s3)n2)cc1,8.9%,-21.0%,10µM*,-3.0%,3.4%,?
CCc1ccc2oc(-c3ccc(OC)cc3)cc(=Nc3c(C)n(C)n(-c4ccccc4)c3=O)c2c1,0.6%,23.9%,10µM*,-10.2%,-15.1%,?
N#C/C(=C/c1ccc(Br)o1)C(N)=S,-6.6%,-37.8%,·,-21.6%,3.55µM*,·
Cc1cccc(OCc2nc(C)cc(=O)[nH]2)c1,-7.1%,-15.6%,28.5%,-3.2%,-1.7%,51.2
CN(CC(O)Cn1cnc2c1c(=O)n(C)c(=O)n2C)c1ccccc1 (centres undefined),4.6%,-7.5%,?,-3.3%,10.0%,36.7
CCOCc1nnc(NC(=O)CCC2CCCCC2)s1,-14.3%,-19.6%,9.4%,6.9%,11.5%,-35.7
C[C@H](CO)NC(=O)[C@H](C)[C@@H]1C[C@@]1(C)[C@@H](NC(=O)OCc1ccccc1)c1ccccc1,?,51.7%,2.3%[8.37 µM],-4.4%&5.8%,-16.8%,16.9
CCCCNC(=S)NNC(=O)c1ccncc1,-11.2%,-14.3%,4.9%,-0.3%,-3.9%,11.3
CC(=O)c1c(C)[nH]c(C(=O)COC(=O)COc2ccccc2F)c1C,7.5%,6.9%,-22.8%,·,-7.9%,-7.6
COc1cc(CNc2ccc(C)c(C)c2)cc(OC)c1OC,-5.9%,7.1%,?,?,5.1%,·
Cc1oc2cc3oc(=O)c(CCC(=O)NCCc4ccccc4F)c(C)c3cc2c1C,0.4%,·,·,·,-6.2%,-15.6
COc1ccc(C(=O)Nc2ccc(C(=O)OCC(=O)c3ccccc3)cc2)cc1,6.6%,-17.2%,13.2%,9.6%,0.8%,6.8
O=c1c(-c2ccc(O)cc2)coc2cc(O)ccc12,·,·,1.7%,6.1%&1.4%&2.4%&-6.5%&16.4%,·,26.1
O=C(NCc1ccco1)C1CC(c2ccc(F)cc2)=NO1 (centres undefined),-5.2%,-12.5%,-16.9%,5.2%,-9.5%,-30.8
COc1ccc(CCNc2nc(Cl)nc(NC(C)(C)CO)n2)cc1OC,-3.4%,-12.5%,-2.8%,-12.2%,-4.0%,11.1
CCc1ccc(C2C3=C(CCCC3=O)OC3=C2C(=O)CCC3)cc1,0.5%,3.3%,-3.2%,-8.5%,-24.4%,-15.0
Cc1cc2ccccc2nc1SCC(=O)N1CCCC1,-12.2%,37.2%,1µM*,10.5%,0.1%,-20.2
Cc1ccccc1-c1ccc(=O)n(CC(=O)Nc2ccc(-n3cnnn3)cc2)n1,-9.8%,-6.2%,?,-3.6%,-0.5%,3.2
Cc1ccc(C)c2c1cc(C)c1nnc(SCC(=O)NCc3ccc4c(c3)OCO4)n12,-8.7%,-7.2%,-22.1%,?,-1.0%,-25.3
O=C1c2ccccc2C(Nc2cccnc2)N1Cc1ccc2c(c1)OCO2 (centres undefined),?,-28.0%,6.6%,5.6%,-15.1%,43.2
O=C(O)c1ccc(CN2CCCCC2)o1,-16.3%,-9.8%,14.2%,-0.2%,-32.0%,-68.0*
Cc1cc2oc(C(=O)Nc3ccc(S(=O)(=O)N(C)c4ccccc4)cc3)cc(=O)c2cc1C,14.1%,·,·,·,6.2%,1.8
Cc1nn(C)c(C)c1S(=O)(=O)N(CC(=O)NCCCOC(C)C)c1ccc(C(C)C)cc1,2.1%,68.2%[activator],13.8%,-0.7%,4.2%,-14.5
C=CCn1c(SCc2ccc(C(=O)Nc3ccccc3)cc2)nnc1-c1ccccc1,-1.8%,-22.1%,?,0.0%,-1.4%,?
COCCn1c(SCC(=O)NC2CCCC2)nc2ccccc2c1=O,?,-9.7%,13.4%,·,5.5%,-99.7*
CCN(Cc1ccncc1)C(=O)c1ccccc1NS(=O)(=O)c1ccc(F)cc1,-0.4%,-11.7%,21.9%,11.0%,3.8%,-23.9
Cc1ccc2n(n1)c(=O)c(Cc1ccccc1)c([O-])[n+]2-c1ccccc1,-0.4%,-3.1%,8.0%,14.1%,4.0%,24.8
CN1C(c2ccccc2)CCOS1(=O)=O (centres undefined),?,-2.7%,13.2%,11.4%,-5.5%,-29.4
CCOC(=O)c1sc2ccccc2c1S(=O)(=O)N1CCN(c2cc(C)ccc2C)CC1,-0.6%,·,·,·,7.1%,3.2
Cc1ccc2nc(-c3ccc(Cl)c(NC(=O)c4cccnc4)c3)oc2c1,2.1%,·,·,·,4.6%,1.5
CCOC(=O)c1[nH]ncc1CN1CCC(Cc2ccccc2)(C(=O)OCC)CC1,-0.6%,-0.6%,-1.7%,0.6%,11.3%,?
C/C(=C\c1ccco1)CN1CCN(Cc2ccc(C)o2)C(CCO)C1 (centres undefined),-0.7%,20.7%,-11.0%,0.7%,·,-27.4
NC(=O)c1nn(-c2ccc(Cl)cc2Cl)c(=O)cc1O,-2.1%,-8.5%,11.1%,4.7%,-1.5%,-7.6
Cc1cccc(NC(=O)CSc2nnc(-c3ccncc3)n2C)c1,-11.5%,-5.0%,16.1%,-0.8%,1.0%,-18.4
Nc1c(-c2ccccc2)c(CSc2nc3ccccc3[nH]2)nn1-c1cccc(Cl)c1,?,-17.7%,?,0.3%,-8.5%,-94.7*
CC(C)(C)NC(=O)c1ccc2c(c1)N(CC(=O)NC1CCCC1)C(=O)C(C)(C)O2,-1.0%,3.2%,-4.7%,5.1%,3.0%,7.1
CCOc1ccc(C2SCC(=O)Nc3c2c(C)nn3C2CCOC(C)(C)C2)cc1 (centres undefined),6.4%,99.1%[activator],2.3%,-11.5%,-30.7%,-14.8

# Filtered by structure: those above containing a COOH group (three)
SMILES,AmpC inh detg,AmpC no deterg,HCV inh,FBPA Giardia inh,Sm TGR inh,HCMV antiviral
O=C(Nc1ccc(C(=O)O)cc1)/C(=C\c1ccc2c(c1)OCO2)NC(=O)c1ccc(Br)cc1,0.0%,-38.2%,0.6%,4.2%,·,-3.7
Cc1cccc(NC(=S)N(Cc2ccc(Cl)cc2)Cc2ccc(C(=O)O)cc2)c1,-5.5%,-27.2%,18.1%,-4.8%,-1.6%,5.0
O=C(O)c1ccc(CN2CCCCC2)o1,-16.3%,-9.8%,14.2%,-0.2%,-32.0%,-68.0*

# The listing continues:
SMILES,AmpC inh detg,AmpC no deterg,HCV inh,FBPA Giardia inh,Sm TGR inh,HCMV antiviral
Cc1cccc(OCC(=O)Nc2nnc(-c3ccco3)s2)c1,?,-34.8%,6.7%,-0.2%,14.1µM*,-21.0
COc1c(C)cc(C(=O)C2CCCN(C(=O)c3ccoc3)C2)cc1C (centres undefined),5.5%,36.5%,9.4%,8.3%,4.2%,-81.3*
Cc1ccc(C(O)c2nccn2C)o1 (centres undefined),-14.8%,-11.3%,-7.3%,?,-32.7%,42.4
CCn1cc(/C=C(\NC(=O)c2ccccc2F)C(=O)NCCN2CCOCC2)c2ccccc21,2.8%,126.6%[activator],-5.8%,-18.1%,-0.2%,16.1
O=C(CNc1ccc(Br)cc1)NNC1=NCCC1,-6.8%,-14.8%,?,0.2%,0.1%,16.8
CCOC(=O)c1c(C)[nH]c(CCC(=O)Nc2cc(Cl)ccc2OC)c1C,0.0%,·,·,·,-15.5%,-12.9
COc1cccc(C(C(=O)NCc2ccccc2)N(C(=O)Cn2nnc3ccccc32)c2cccc(C(C)=O)c2)c1 (centres undefined),5.3%,·,·,·,-2.6%,-7.2
CC[C@@]1(C(=O)OC)N[C@H](CN(C)S(=O)(=O)c2ccc(OC(F)(F)F)cc2)[C@@H]2C(=O)N(C)C(=O)[C@@H]21,·,96.0%[activator],-19.6%,·,·,4.3
Nc1o[nH]c(=O)c1Cc1ccccc1,0.1%,-6.0%,1.4%,-17.4%,12.0%,-20.3
